# High-throughput results as filed in PubChem BioAssay.
# HCV NS3 hel inh: inhibitors of HCV NS3 helicase, primary screen, biochemical, Cy5 molecular beacon fluorescence. Hepatitis C virus NS3 helicase. NS3 helicase DNA unwinding. inhibition, % at 10.9 µM. actives 0.56% (n = 290,000);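 active = inhibition above the mean of all tested compounds plus 3 SD, set per campaign, cut at about 35% in these data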;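 note: 0% = DMSO wells and 100% = thioflavine S control wells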
#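 System: Hepatitis C virus NS3 helicase domain fragment enzyme | Reagent: Annealed dual-labelled DNA beacon duplex, ATP-started | Compound dosing: 10.9 µM single point, 0.8% DMSO | Incubation: 1 h reaction at 25 °C, ATP-initiated | Technique: Cy5 fluorescence | Evaluation: Percent inhibition from t60/t0 fluorescence ratio | Benchmarks: Low DMSO, high thioflavine S at 110 µM | Replication: Singlicate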
# IDE act: human IDE activators in live cells, primary screen, fluorescence polarization, HEK cells, FAbeta-B substrate; FAbeta-B cleavage; 0% vehicle, 100% cell-free pure enzyme wells; activation, % at 5.96 µM; actives 0.073% (n = 340,000);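 active = activation above the mean of all tested compounds plus 3 SD, set per screening campaign, cut at about 17% in these data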
# pCIP destab: p/CIP-EGFP fusion destabilizers, primary screen, fluorescence, F442A cells | 16 h | decrease of EGFP signal, % at 10 µM | actives 0.01% (n = 290,000) | AID 1984, 2009;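 active = EGFP signal decrease of at least 30% at 10 µM or well 3 SD below plate mean, unless failing retest; inactive = the rest, including hits failing retest or dose response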; note: some compounds called inactive have numbers as strong as hits; many of its hits are not listed in these tables
# SUMO HTRF inh: inhibitors of in vitro SUMOylation cascade, primary screen, biochemical, HTRF, uHTS; SUMO-conjugating enzyme UBC9 (Homo sapiens), P63279; HTRF SUMOylation assay, SAE1/SAE2 + UBC9; inhibition, % at 35 µM; actives 0.36% (n = 290,000); AID 2006, 2009; in the data active = inhibition above about 50%, passing the limit was not always enough; note: strong numbers were not always called active
# Target sequence (P63279 whole entry, looked up): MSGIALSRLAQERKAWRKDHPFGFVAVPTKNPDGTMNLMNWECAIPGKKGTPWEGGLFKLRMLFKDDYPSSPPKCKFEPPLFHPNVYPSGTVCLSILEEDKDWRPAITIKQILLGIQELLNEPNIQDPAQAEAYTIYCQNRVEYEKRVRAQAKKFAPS
# MEKK3 PB1 HTS: modulators of MEKK3-MEK5 PB1 binding, primary screen, biochemical, wildtype MEKK3, multiplex bead flow cytometry, Alexa488-MEK5; Mitogen-activated protein kinase kinase kinase 3 (Homo sapiens), Q99759; AID 1529, 2009; bead-based flow cytometry, Alexa488-MEK5 binding to MEKK3; actives lie on both sides; 0 = blocked by unlabeled MEK5, 100 = vehicle; actives 1.4% (n = 290,000); binding response (% of control), % at 10 µM;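 active = binding response more than 3 SD above or below the average of its plate-row segment, actives on both sides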;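 note: Alexa488 bead fluorescence after subtracting the streptavidin-only scavenger bead signal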
# Target sequence (Q99759 whole entry, looked up): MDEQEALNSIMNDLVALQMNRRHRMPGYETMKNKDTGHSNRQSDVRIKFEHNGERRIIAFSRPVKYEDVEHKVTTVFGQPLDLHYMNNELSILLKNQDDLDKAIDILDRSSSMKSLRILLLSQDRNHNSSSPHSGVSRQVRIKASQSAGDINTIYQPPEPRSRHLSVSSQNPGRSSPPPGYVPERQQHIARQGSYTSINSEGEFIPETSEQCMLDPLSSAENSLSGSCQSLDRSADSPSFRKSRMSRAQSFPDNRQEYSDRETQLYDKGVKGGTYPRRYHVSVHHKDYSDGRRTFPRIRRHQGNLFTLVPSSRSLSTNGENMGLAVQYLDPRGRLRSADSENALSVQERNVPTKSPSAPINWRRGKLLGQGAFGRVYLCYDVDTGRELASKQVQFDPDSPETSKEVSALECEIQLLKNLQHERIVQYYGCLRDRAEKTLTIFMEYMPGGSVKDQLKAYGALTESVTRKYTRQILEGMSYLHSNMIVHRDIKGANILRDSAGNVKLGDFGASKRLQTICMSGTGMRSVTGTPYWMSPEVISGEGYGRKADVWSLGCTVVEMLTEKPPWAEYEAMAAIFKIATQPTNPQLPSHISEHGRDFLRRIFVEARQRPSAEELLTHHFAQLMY
# PHOSPHO1 inh: PubChem AID 1565. recombinant PHOSPHO1, absorbance phosphatase assay. Phosphoethanolamine/phosphocholine phosphatase (Homo sapiens), Q8TCT1. inhibition, % at 13.3 µM. actives 1.1% (n = 290,000); in the data active = inhibition above about 60%
# Target sequence (Q8TCT1 whole entry, looked up): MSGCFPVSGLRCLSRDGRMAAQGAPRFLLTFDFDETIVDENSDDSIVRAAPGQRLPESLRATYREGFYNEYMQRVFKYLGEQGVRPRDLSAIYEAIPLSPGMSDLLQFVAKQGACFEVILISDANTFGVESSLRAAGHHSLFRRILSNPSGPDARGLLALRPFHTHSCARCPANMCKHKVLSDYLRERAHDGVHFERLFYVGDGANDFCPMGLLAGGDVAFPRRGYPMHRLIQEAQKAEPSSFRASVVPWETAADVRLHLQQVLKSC
# FID counter: compounds displacing fluorescent DNA intercalator, primary screen, artefact control for HCV NS3 helicase inhibitor project, biochemical, FID fluorescence. actives 0.17% (n = 290,000). DNA fluorescent intercalator displacement. inhibition, % at 7.9 µM; in the data active = inhibition above about 37%;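 note: 0% = vehicle and 100% = reference compound; higher means more ethidium bromide displaced from hairpin DNA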
# VIM-2 inh: VIM-2 metallo-beta-lactamase inhibitors, primary screen, biochemical, epi-absorbance readout, Pseudomonas aeruginosa enzyme; purified VIM-2, nitrocefin hydrolysis, epi-absorbance fluorescence; inhibition, % at 5.6 µM; actives 0.89% (n = 290,000); AID 1527, 2009;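 active = inhibition above the mean of all tested compounds plus 3 SD, cutoff set per screening run, cut at about 7.5% in these data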;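 note: red hydrolysis product quenches plate fluorescence so inhibitors raise well fluorescence; 0% = enzyme with DMSO and 100% = DMSO without enzyme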
# IMP-1 inhibitor: IMP-1 metallo-beta-lactamase inhibitors, primary screen, biochemical, epi-absorbance readout, Pseudomonas aeruginosa enzyme | actives 0.45% (n = 290,000) | purified IMP-1, nitrocefin hydrolysis, epi-absorbance fluorescence | inhibition, % at 5.6 µM;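 active = inhibition above the mean plus 3 SD of all compounds in the same screening run, cut at about 4.5% in these data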;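 note: 0% = IMP-1 with DMSO and 100% = DMSO wells lacking enzyme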
#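 system = purified recombinant IMP-1 beta-lactamase | amount = 0.2 nM IMP-1, as dispensed | medium = HEPES buffer pH 7.1 with ZnSO4 and Brij 35 | times = 25 °C, 15 min preincubation, 25 min reaction | detection = plate fluorescence quenching by hydrolysis product, ex 480/em 530 nm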
# * hit, by the source's call; / = no result given. A portion of the library; rates above refer to the full screens.
# The first five entries, ahead of the listing:
SMILES,HCV NS3 hel inh,IDE act,pCIP destab,SUMO HTRF inh,MEKK3 PB1 HTS,PHOSPHO1 inh,FID counter,VIM-2 inh,IMP-1 inhibitor
CCOc1ccc(S(=O)(=O)NCCC(=O)N2CCC(Cc3ccccc3)CC2)cc1,-15.5,0.8,-8.3,7.5,103.0,18.5,-48.0,-3.8,-1.7
CSc1cccc(NC(=O)CCNC(=O)c2ccco2)c1,-0.9,0.4,3.4,-5.5,99.0,40.0,-6.4,-1.0,-0.6
Fc1ccc(Cn2nnnc2CN2CCN(C3CCCCC3)CC2)cc1,0.2,4.2,3.6,17.1,105.0,11.2,8.0,-1.4,-3.0
CCCn1c(N)c(N(CCOC)C(=O)c2ccc(F)cc2F)c(=O)[nH]c1=O,14.9,-4.5,-17.4,20.2,97.0,36.2,-10.8,-3.3,0.7
COc1cc(C(=O)OCC(=O)N2CCCCC2C)ccc1OCc1c(C)noc1C (stereo unspecified),0.7,2.0,7.4,-1.3,98.0,7.3,-34.3,-2.5,-2.6

# Main list, from the first entry:
SMILES,HCV NS3 hel inh,IDE act,pCIP destab,SUMO HTRF inh,MEKK3 PB1 HTS,PHOSPHO1 inh,FID counter,VIM-2 inh,IMP-1 inhibitor
CCOc1ccc(S(=O)(=O)NCCC(=O)N2CCC(Cc3ccccc3)CC2)cc1,-15.5,0.8,-8.3,7.5,103.0,18.5,-48.0,-3.8,-1.7
CSc1cccc(NC(=O)CCNC(=O)c2ccco2)c1,-0.9,0.4,3.4,-5.5,99.0,40.0,-6.4,-1.0,-0.6
Fc1ccc(Cn2nnnc2CN2CCN(C3CCCCC3)CC2)cc1,0.2,4.2,3.6,17.1,105.0,11.2,8.0,-1.4,-3.0
CCCn1c(N)c(N(CCOC)C(=O)c2ccc(F)cc2F)c(=O)[nH]c1=O,14.9,-4.5,-17.4,20.2,97.0,36.2,-10.8,-3.3,0.7
COc1cc(C(=O)OCC(=O)N2CCCCC2C)ccc1OCc1c(C)noc1C (stereo unspecified),0.7,2.0,7.4,-1.3,98.0,7.3,-34.3,-2.5,-2.6
Cc1cc(NC(=O)c2c(-c3c(F)cccc3Cl)noc2C)no1,8.4,8.2,-14.5,8.8,104.0,24.6,-2.7,-3.2,-4.8
O=C(Nc1ccccn1)c1csc2c1CCCC2,-0.3,0.0,1.9,11.9,102.0,45.4,9.6,-3.4,-2.6
C=CCn1c(SCC)nc2sc3c(c2c1=O)CCc1ccccc1-3,0.3,0.0,3.7,-17.9,106.0,48.9,-5.3,-4.0,-2.1
CC(C)CC(C(=O)NC(C)(C)C)N(Cc1cccs1)C(=O)c1snc(C(N)=O)c1N (stereo unspecified),9.8,9.4,-28.8,14.8,108.0,17.2,-4.1,-1.1,-2.6
CC(NC(=O)/C(=C/c1cccc([N+](=O)[O-])c1)NC(=O)c1ccco1)C(=O)O (stereo unspecified),-2.2,-1.6,14.9,-0.7,95.0,-14.7,-2.7,-3.7,-2.5
COc1ccc(O)c(/C=N/NC(=O)c2c(C)nnn2-c2nonc2N)c1,-1.2,5.5,2.2,23.8,101.0,40.1,0.7,-5.2,-0.1
O=C(NCc1ccccn1)c1ccc(OC2CCN(Cc3ccc(CO)o3)CC2)cc1,1.2,-1.1,6.1,-2.9,103.0,-2.4,-7.6,-0.5,-3.3
CC(=O)c1c(C)[nH]c(C(=O)NCCN2CCC(C)CC2)c1C,-7.2,0.9,-11.2,34.4,103.0,-13.7,-2.2,-1.4,2.0
NS(=O)(=O)c1cc(C(=O)OCC(=O)c2ccc3c(c2)OCCO3)ccc1Cl,0.3,0.0,-11.6,-21.9,102.0,37.8,-12.4,-2.4,0.0
CCc1ccc(OCc2ccc(C(=O)NCc3ccccn3)o2)cc1,8.2,-0.3,-7.9,8.0,105.0,27.7,-28.1,-2.9,-2.1
CC(=O)c1ccc(S(=O)(=O)N2CCC(c3nnc(SCCN4CCCC4)n3C)CC2)cc1,22.9,2.2,-2.5,-3.2,99.0,2.2,0.9,-3.3,-7.8
COc1cc(C2CC(=O)Oc3c2c(=O)n(C)c2ccccc32)cc(OC)c1OC (stereo unspecified),-6.3,1.1,-8.9,9.3,105.0,14.8,-40.3,0.7,-1.1
O=C(CC(C(=O)N1CCc2ccccc21)n1ccnc1)N1CCc2ccccc2C1 (stereo unspecified),-12.5,3.4,-3.1,14.8,/,12.4,-13.2,-2.5,-2.9
Cc1ccc(C2=NN(CC(=O)NCCN(CC(C)C)CC(C)C)C(=O)CC2)cc1,15.0,-0.2,-3.7,-21.0,99.0,1.1,13.4,-2.8,-4.0
O=C(NCCCC1CCCC1)C1CCC(=O)N(Cc2ccccc2F)C1 (stereo unspecified),0.8,-8.5,-16.4,-0.8,97.0,30.1,-33.1,-1.8,-3.3
CN(C)/C=N/c1nc(-c2ccc3c(c2)OCO3)cs1,15.5,1.8,-4.5,14.7,104.0,19.2,-2.5,-1.6,-4.0
O=C(Nc1cccc(C(F)(F)F)c1)Nc1ccon1,-3.4,3.8,-0.1,12.2,104.0,19.0,-4.6,-1.4,-0.7
Cc1nn(CC(=O)Nc2ccc(N3CCOCC3)cc2)c(C)c1Br,-3.7,2.7,5.2,1.9,97.0,6.1,-21.3,-0.1,-3.8
Cc1ccc(-n2cc(C(=O)O)c(=O)cc2C)c(C)c1,6.9,-0.7,-18.1,20.3,99.0,20.5,-3.1,0.2,-3.7
CCCCCCCCc1c(O)nc(-n2[nH]c(C)c(CCO)c2=O)[nH]c1=O,11.9,2.4,-2.0,-93.3,101.0,10.8,-31.8,-3.4,-5.0
COc1ccc(C[C@H]2CN3C(=NC[C@@H]3Cc3ccc(O)cc3)N2CCNC(=O)c2ccc(C)c(Br)c2)cc1,-72.3,6.3,0.7,1.0,111.0,17.7,11.8,-1.5,-1.8
CCCc1nnc(NC(=O)Cn2c(=O)oc3ccccc32)s1,-9.9,-1.0,0.4,19.1,/,-18.6,-7.7,0.1,-1.4
CN(C)NC1CCS(=O)(=O)C1 (stereo unspecified),-3.1,-4.2,4.3,-2.8,102.0,17.4,5.9,-0.8,-0.9
CC12/C(=N/O)C3C4CC5C3/C(=N/O)C1C5C42 (stereo unspecified),-3.1,1.0,-10.7,17.3,111.0,-34.4,1.4,-0.5,-4.2
COc1cc(OC)cc(C(=O)NCCC(=O)NCCc2ccc(OC)c(OC)c2)c1,-2.5,3.9,-4.4,-11.7,106.0,-7.9,-10.8,-1.6,-2.0
Cc1ccc(C)c2[nH]c(=O)c(CCNC(=O)c3ccco3)cc12,-1.8,2.8,1.6,3.4,94.0,13.3,-9.4,-0.8,-3.8
O=C(COc1cc2oc(=O)c3c(c2cc1Cl)CCCC3)N1C[C@H]2C[C@@H](C1)c1cccc(=O)n1C2,18.1,4.5,-12.4,20.5,100.0,8.3,-36.3,6.8,-2.4
C=CCn1c(N)c(C(=O)Nc2cccc(C)c2)c2nc3ccccc3nc21,-4.2,5.6,-7.6,96.7,98.0,13.6,3.5,-2.5,-1.6
COc1cc(C)c(C#N)c(OC)n1,-3.3,-5.9,-9.8,6.1,105.0,-9.1,6.8,-1.3,-2.3
COc1ccccc1CNC(=S)NCc1ccc(F)cc1,-2.5,5.8,-10.0,6.8,99.0,33.5,-10.1,-3.7,-2.1
CCN(Cc1ccccc1)C(=O)CSc1nc(C)cc(C)c1C#N,-1.2,-0.5,-3.5,-3.5,99.0,-9.0,-28.8,-1.2,-3.4
CCOC(=O)N1CCN(C(=O)COc2ccc(Cl)cc2C)CC1,-9.5,-0.6,5.4,-2.4,101.0,5.9,-16.4,-0.9,-0.8
CCn1c(Cc2cccs2)nnc1SCC(=O)c1ccc(C)cc1,-12.8,-0.4,-6.9,3.7,96.0,67.3*,-17.8,-2.5,-2.3
O=C(Nc1ccc2oc(-c3ccccc3)nc2c1)C1CCCO1 (stereo unspecified),2.1,3.9,3.1,20.0,100.0,-9.8,-6.9,0.8,-0.5
Cc1ccc(C)c(NC(=O)C2=CCN(S(=O)(=O)c3ccc(F)cc3)CC2)c1,13.4,2.2,8.6,-7.5,69.0,-8.6,4.0,-1.2,-1.2
Cc1cccc(NC(=O)c2cc(NC(=O)C3CC=CCC3C(=O)O)ccc2N2CCOCC2)c1 (stereo unspecified),1.6,1.1,-12.9,0.9,107.0,-0.5,-46.0,-2.2,-4.7
O=C(Cn1cnc2c(nnn2Cc2ccccc2F)c1=O)NCC1CCCO1 (stereo unspecified),-0.5,1.1,2.7,-14.7,91.0,-4.7,-3.4,-1.5,-3.4
Cc1nc2ncnn2c(N2CCCC(C(=O)Nc3ccc4c(c3)CCC4)C2)c1C (stereo unspecified),-6.8,-34.3,-9.1,20.5,95.0,4.7,-33.5,-4.2,-4.0
O=C(OCc1nnc(-c2ccccc2)o1)c1ccc2ccccc2n1,3.7,-3.1,-2.6,0.1,103.0,3.6,-21.9,-2.4,-2.7
CN1CCN(CC(=O)Nc2cc(N3CCOCC3)ccc2[N+](=O)[O-])CC1,8.8,6.0,4.6,21.3,94.0,-1.1,3.8,0.4,-0.2
COc1ccc(CCN2Cc3c(cccc3[N+](=O)[O-])C2=O)cc1OC,16.9,5.5,-7.5,62.8,102.0,18.4,-19.4,-1.8,-2.9
CCCCN(CC)Cc1ccc(CNC(=S)Nc2cccc(F)c2)o1,-10.1,1.1,8.3,25.4,105.0,20.5,10.9,-2.4,-1.3
C=CCNC(=O)CC1C(=O)NCCN1Cc1c(F)cccc1Cl (stereo unspecified),-3.1,2.1,6.2,-3.4,102.0,-14.7,9.3,-1.6,-4.2
COCCNC(=O)[C@@]1(C)C=C[C@@H](Cc2ccccc2)N1C(=O)c1ccccc1,0.9,-2.8,-8.7,6.3,101.0,-24.2,-25.1,-0.2,1.1
CSC1=C(C#N)C(c2ccncc2)C(C(=O)Nc2ccccc2)=C(C)N1 (stereo unspecified),23.9,-1.4,0.4,4.1,102.0,61.5*,-5.1,-2.4,-2.5
Cc1ccc(NC(=O)CSc2nnc(CNC(=O)c3ccccc3F)o2)cc1Cl,0.3,5.7,-13.0,-0.2,102.0,38.2,-18.7,1.3,-0.9
CCc1ccc(C(=O)CN2C(=O)NC(C)(CCc3ccccc3)C2=O)cc1 (stereo unspecified),-14.2,0.7,-3.4,-12.1,104.0,12.2,-22.7,-3.9,-3.9
COc1ccccc1CCC(=O)Oc1ccc(C#N)cc1OC,-2.0,8.6,-7.0,-15.7,103.0,14.7,-43.1,-1.7,-2.5
Cc1ccc(CNC(=O)N2CCN(S(=O)(=O)c3ccccc3)CC2)cc1,-3.1,0.4,-3.2,16.4,102.0,19.7,-18.9,-2.1,-1.1
